High-throughput results from PubChem BioAssay.
Rpn11 inh: inhibitors of human proteasome Rpn11. human 26S proteasome, Ub4-pepOG fluorescence polarization; 20S core pre-blocked with epoxomicin. calls only at 20 µM. AID 588493. 360,000 tested, 0.59% active;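 active = inhibition at 20 µM, scaled to each plate's controls, above about 33%, limit read from the data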
Scp1 inh: inhibitors of human Scp-1 phosphatase; 340,000 tested, 0.88% active; inhibition, % at 20 µM; Q9GZU7; Recombinant Scp1, phosphopeptide, malachite green phosphate absorbance; AID 493091;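 active = inhibition above about 50% at 20 µM, limit read from the data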;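 also: plate controls were DMSO wells with enzyme for no effect and wells lacking enzyme for full effect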
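Test system: SCP-1 phosphatase catalytic domain, residues 76-261 | Compound dosing: One concentration, 20 µM, with 1.0% DMSO | Schedule: 45 min room-temperature reaction, 5 min colour, 30 min stabiliser | Detection: Absorbance at 630 nm | Read-out basis: % inhibition of SCP-1 phosphate liberation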
SKN-1 block: blocks SKN-1 activity in C. elegans; AID 624304; 360,000 tested, 0.49% active; C. elegans VP596 Pgst-4::GFP/RFP ratio, acrylamide-induced, 24 h; inhibition, % at 21.8 µM;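 active = interference check ratio from 0.5 to 1.5 plus GFP to RFP signal ratio inhibition reaching or exceeding a fixed threshold, cut at about 30% in these data, passing the limit was not always enough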; also: some compounds called inactive have numbers as strong as hits
NRP1-CendR mod: modulators of CendR peptide binding to human neuropilin-1 | 360,000 tested, 0.85% active | O14786 | FAM-RPARPAR peptide binding to NRP-1, fluorescence polarization | inhibition, % at 25 µM | AID 602438;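 active = inhibition or corrected inhibition above about 18%, plus a signal ratio from 0.5 to 1.5, limit read from the data, passing the limit was not always enough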; also: strong numbers were not always called active
STEP block: inhibitors of human striatal-enriched phosphatase STEP | P54829 | recombinant STEP, OMFP fluorogenic substrate, fluorescence | inhibition, % at 20 µM | 360,000 tested, 0.25% active | AID 588621;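 active = inhibition at 20 µM, scaled per plate between control wells, above about 37%, limit read from the data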;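 also: 0% = DMSO with enzyme and substrate and 100% = substrate only without enzyme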
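Measure: Control-normalized % inhibition with plate pattern correction | Test system: STEP phosphatase, cell-free reaction | Medium: pH 6.0 Bis-Tris with DTT and Tween 20 | Technique: Fluorescence, 480/540 nm | Times: Reaction 20 min, ambient temperature | Doses: Single compound dose of 20 µM, 1% DMSO final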
DNMT1 block: DNMT1 (human) enzyme inhibition; DNMT1 molecular beacon, Hinp1I cleavage, fluorescence; 360,000 tested, 0.83% active; inhibition (reported as % activation of signal), % at 10 µM; AID 588458; P26358; in the data active = inhibition above about 50%
Target sequence (P26358 504-1616 limits assumed): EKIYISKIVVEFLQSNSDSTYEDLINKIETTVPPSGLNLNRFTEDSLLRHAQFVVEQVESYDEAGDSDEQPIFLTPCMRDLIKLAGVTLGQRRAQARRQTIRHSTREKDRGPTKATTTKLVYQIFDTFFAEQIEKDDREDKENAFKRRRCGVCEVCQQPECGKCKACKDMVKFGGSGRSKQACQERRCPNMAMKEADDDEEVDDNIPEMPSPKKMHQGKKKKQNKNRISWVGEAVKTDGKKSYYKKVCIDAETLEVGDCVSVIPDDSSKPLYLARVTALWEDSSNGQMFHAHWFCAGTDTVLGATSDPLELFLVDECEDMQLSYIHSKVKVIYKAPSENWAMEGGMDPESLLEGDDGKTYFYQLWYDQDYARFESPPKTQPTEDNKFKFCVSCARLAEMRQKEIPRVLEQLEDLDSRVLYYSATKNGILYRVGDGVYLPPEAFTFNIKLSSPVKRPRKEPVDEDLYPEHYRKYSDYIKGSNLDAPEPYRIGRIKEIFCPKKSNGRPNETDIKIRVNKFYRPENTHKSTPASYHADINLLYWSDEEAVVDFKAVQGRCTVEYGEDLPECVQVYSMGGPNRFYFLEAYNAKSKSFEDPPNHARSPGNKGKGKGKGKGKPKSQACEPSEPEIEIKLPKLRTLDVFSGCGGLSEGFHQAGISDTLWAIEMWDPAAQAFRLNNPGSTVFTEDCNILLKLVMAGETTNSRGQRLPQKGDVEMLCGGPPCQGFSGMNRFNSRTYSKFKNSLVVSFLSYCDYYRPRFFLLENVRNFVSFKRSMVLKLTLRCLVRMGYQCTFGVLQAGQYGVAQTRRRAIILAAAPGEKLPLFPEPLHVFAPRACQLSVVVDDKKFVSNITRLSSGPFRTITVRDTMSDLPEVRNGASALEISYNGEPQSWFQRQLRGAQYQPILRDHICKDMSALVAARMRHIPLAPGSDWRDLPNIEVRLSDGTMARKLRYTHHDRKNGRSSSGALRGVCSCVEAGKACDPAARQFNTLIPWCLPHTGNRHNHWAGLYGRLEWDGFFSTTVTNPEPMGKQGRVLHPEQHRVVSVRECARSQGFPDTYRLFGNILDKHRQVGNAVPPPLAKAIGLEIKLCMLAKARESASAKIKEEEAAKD
MT1-MMP act inh: inhibitors of human MT1-MMP activation; HT1080 RFP-PRO-GFP cells, GFP/RFP ratio fluorescence, overnight; percent of plate control window, DMSO zero; GFP/RFP ratio change, % at 20 µM; 360,000 tested, 0.061% active; AID 651647;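 active = GFP/RFP ratio change of at least 30% with cell ATP level not reduced by more than half and red fluorescence within 50% of control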; also: strong numbers were not always called active
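Material: RFP-PRO-GFP reporter HT1080 cells. Dosing: single-point 20 µM compound, 1% DMSO. Controls: DMSO and RFP-L50D-GFP cell wells. Timing: cells overnight before dosing, compound overnight, 37 °C, 5% CO2. Measure: GFP/RFP fluorescence ratio.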
NadD block: NadD (S. aureus) enzyme inhibition; 360,000 tested, 0.78% active; purified NadD enzyme, colorimetric absorbance read-out; inhibition, % at 20 µM; AID 602399; in the data active = inhibition above about 26%; also: some compounds past the cut are filed as inactive
LMPTP block: blocks human LMPTP phosphatase | recombinant LMPTP-A, OMFP fluorogenic substrate, fluorescence intensity | 360,000 tested, 0.22% active | AID 651560 | inhibition, % at 20 µM;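 active = compounds that cut the enzyme signal by at least half of the control window in the single-dose screen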;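 also: plate controls were DMSO wells with enzyme plus substrate for no effect and substrate without enzyme for full effect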
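Assay system: LMPTP-A phosphatase enzyme | Input: 0.625 nM enzyme | Also added: Fluorogenic phosphatase substrate OMFP at 400 µM final | Compound dosing: One test concentration per compound, 20 µM, with 3% DMSO overall | Schedule: 50 min enzyme reaction at room temperature, protected from light | Signal: Fluorescence intensity | Benchmarks: no-enzyme and uninhibited controls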
SUMO1-SIM PPI: alters human SUMO1 binding to SIM partners | P63165 | SUMO1 binding to a labelled peptide, TR-FRET, 1 h | inhibition, % at 20 µM | 360,000 tested, 0.33% active | AID 602429; in the data active = inhibition above about 37%
Active calls of the source: *; i = inactive; x = no result given. Hits appear at their usual frequency; 3.9% or so of the library scored in one or more.

SMILES	Rpn11 inh	Scp1 inh	SKN-1 block	NRP1-CendR mod	STEP block	DNMT1 block	MT1-MMP act inh	NadD block	LMPTP block	SUMO1-SIM PPI
CC1(C)CC2(C)Nc3ccccc3N2C(=S)N1 (stereo not given)	i	-5	12	0	-2	-2	-7	3	0.7	-1
O=C(OCC(=O)c1cccs1)c1ccc(NC(=O)c2ccco2)cc1	i	-15	-10	-25	-1	-12	2	-1	1.8	7
C=CCn1c(CNc2ccccc2)nnc1SCC(=O)N/N=C/c1ccc(O)cc1O	i	-9	-14	4	-2	-2	1	4	-0.1	5
O=C(NCc1ccc2c(c1)OCO2)C1CC(=O)N(CCc2ccccc2)C1 (stereo not given)	i	-10	0	-4	6	-2	1	-1	-1.6	7
CCOC(=O)c1c(NC(=O)C2Cc3ccccc3C(=O)O2)sc2c1CCCC2 (stereo not given)	i	-8	-4	-4	0	17	-7	2	-1.5	-26
CCN(CC)c1ccc(N2C(=NC(=O)C3CCCO3)SC3CS(=O)(=O)CC32)cc1 (stereo not given)	i	-2	-6	18	-1	2	0	-5	-0.6	-2
O=C(CCN1C(=O)c2ccccc2C1=O)Nc1cccnc1	i	0	2	-6	1	-3	4	-3	-0.8	-3
COc1ccc(OC)c(NC(=O)CS(=O)(=O)c2ccccc2)c1	i	-4	3	-1	-7	-1	2	-2	-0.8	5
CN(C)c1ccc(N2C(=NC(=O)CCc3ccccc3)SC3CS(=O)(=O)CC32)cc1 (stereo not given)	i	2	-1	8	1	-2	0	0	-0.3	-6
Cc1ccc(C)c(S(=O)(=O)N2CCN(C(=O)C(C)Sc3ccccc3)CC2)c1 (stereo not given)	i	-8	3	13	0	-1	-5	-16	0.0	3
CN(C(=O)Nc1ccccc1)n1cnc2ccccc2c1=O	i	-13	2	7	2	9	1	-5	0.3	6
Cc1ccc(/C=C2\SC(=S)N(c3c(C)n(C)n(-c4ccccc4)c3=O)C2=O)cc1	i	-4	4	6	4	-1	3	4	0.8	-23
CS(=O)(=O)n1nc(-c2ccc(Cl)cc2)nc1SCc1ccccc1	i	-4	19	-13	0	-3	-2	-14	3.0	2
Cc1sc2nc(SCc3nc(-c4ccccc4)no3)n(-c3ccccc3)c(=O)c2c1C	i	1	0	3	3	2	0	2	-0.2	2
O=C(NCCN1CCOCC1)C1CCCN(S(=O)(=O)c2ccc(F)cc2)C1 (stereo not given)	i	-7	9	-5	4	-2	-6	-2	-1.1	9
CCOC(=O)/C=C1/SCC(=O)N1CC(=O)NC12CC3CC(CC(C3)C1)C2	i	2	17	-2	1	-8	0	2	-0.2	-6
CCN/N=C(\Cc1nc2ccccc2[nH]1)c1ccccc1	i	-6	-11	-6	1	-5	-6	0	1.6	-2
C=C(C)C1CC=C(C)/C(=N/NC(=O)c2cccs2)C1 (stereo not given)	i	-7	-4	1	0	-1	-2	4	1.7	0
COC(=O)\C(C(C)=O)=C(/C=C/C=C/C=C/N(C)C)N(C)C	i	74*	27	-246	10	109*	-7	-2	0.9	-2
Cc1noc(C)c1COC(=O)c1csc2c1CCCC2	i	-6	10	0	0	2	10	1	1.0	5

Scp1 inh, entries above that show a hit.
canonical_smiles	Rpn11 inh	Scp1 inh	SKN-1 block	NRP1-CendR mod	DNMT1 block	MT1-MMP act inh	NadD block	LMPTP block	SUMO1-SIM PPI
COC(=O)\C(C(C)=O)=C(/C=C/C=C/C=C/N(C)C)N(C)C	i	74*	27	-246	109*	-7	-2	0.9	-2

(list continues)
SMILES	Rpn11 inh	Scp1 inh	SKN-1 block	NRP1-CendR mod	STEP block	DNMT1 block	MT1-MMP act inh	NadD block	LMPTP block	SUMO1-SIM PPI
O=C(CCCOc1ccc(Cl)cc1Cl)Nc1ccc(O)cc1C(=O)O	i	-4	-17	-5	0	8	-4	-5	4.4	4
S=C(NCCc1ccccn1)Nc1cccc(Cl)c1	i	-1	11	8	1	11	5	2	-3.5	0
CCOC(=O)c1c(C)[nH]c(C(=O)OCc2ccccc2)c1C	i	-8	3	3	0	2	0	-4	1.6	-1
Cc1ccc(NC(=O)c2ccc3c(c2)CCN3S(C)(=O)=O)c(C)c1	i	-5	1	-10	0	-3	2	-6	-0.7	4
COc1ccc2c(OC)c3ccoc3nc2c1OC	i	10	0	-12	1	1	-1	-2	0.4	2
CN(Cc1ccccc1)C(=O)c1cccc(NC(=O)Cc2ccc(NC(=O)C3CCN(C(=O)C4CCCCC4)CC3)cc2)c1	i	-12	10	4	-2	-4	0	4	-0.9	5
CC(=O)c1c(OCC(=O)O)ccc2c(C)cc(=O)oc12	i	-4	-2	4	-2	2	4	16	-2.0	1
Cn1c(=O)c2[nH]c(SCC(=O)c3ccc(F)cc3)nc2n(C)c1=O	i	-8	0	-17	1	-1	-1	-6	-0.6	5
Cc1cnc(C(=O)Nc2ccc(C)c(S(=O)(=O)N3CCCCC3)c2)cn1	i	11	6	0	-2	7	2	2	0.7	5
COc1ccc(O)c(CN2CCC(n3nccc3NC(=O)c3ccccc3Cl)CC2)c1	i	-2	30	-2	5	-2	-2	2	1.8	0
Cc1ccccc1C(=O)O/N=C1\CCS(=O)(=O)c2sccc21	i	-7	1	-3	5	1	0	-3	0.5	-3
CCCC(=O)N(CCN1CCOCC1)c1nc2c(OCC)cccc2s1	i	0	40*	-8	2	-1	1	0	-1.4	5
COc1ccc(/C=N/NC(=O)CSCc2ccc([N+](=O)[O-])cc2)cc1OC	i	-2	7	1	-2	-2	4	0	-0.1	-12
CSc1ccccc1NC(=O)CN(C)CC(=O)c1c(C)[nH]c2ccccc12	i	-4	13	-8	-2	-5	-5	-2	0.9	7
COc1ccc(Nc2nc(N)nc(CN3CCc4ccccc4C3)n2)cc1	i	-8	11	-9	-2	-8	4	8	3.3	12
COc1cccc(Cn2c(=O)c3[nH]cnc3n(-c3ccccc3C)c2=O)c1	i	-8	0	6	-2	-1	-1	-2	-0.7	1
C=CCN1C(=O)/C(=C\c2cc(Br)c(OCc3ccccn3)c(OC)c2)SC1=S	i	3	-7	2	1	-3	-5	0	5.2	6
Cc1ccc(/C=C2/SC(=O)NC2=S)o1	i	-1	17	53*	4	41	-20	-2	12	36
CN(C)S(=O)(=O)c1ccc2nnn(OCC(=O)NC34CC5CC(CC(C5)C3)C4)c2c1	i	-10	14	6	3	-2	2	-6	-0.9	-5
CCOC(=O)c1c(C)oc2cc(Br)c(OC)cc12	i	-8	5	-1	-4	4	5	-7	-0.3	-4
Cc1nnc(SCC(=O)Nc2ncc(Cc3ccc(F)cc3)s2)n1N	i	-1	-5	-9	-2	0	8	6	-2.8	-3
CC(=O)N1CCc2cc(S(=O)(=O)CCC(=O)N(C)c3cc(C)ccc3C)ccc21	i	-5	18	15	1	-2	0	4	-0.5	1
C=CCN(CC=C)S(=O)(=O)c1ccc(NC(=S)NC(=O)Cc2ccc(OC)cc2)cc1	i	-9	3	6	4	-11	0	-3	4.0	1
COc1ccc(CN(CC2CCC(C(=O)O)CC2)C(=S)Nc2ccc(C)c(Cl)c2)cc1 (stereo not given)	i	-7	0	-9	0	2	6	4	0.5	7
O=C(COC(=O)c1cccs1)Nc1ccc(F)c(F)c1	i	-9	20	3	14	1	0	-4	-0.4	-1
O=C(CSc1nc2ccccc2c(=O)n1CCCN1CCOCC1)NC12CC3CC(CC(C3)C1)C2	i	-3	-6	0	2	-3	-6	-4	1.2	2
COc1ccc(S(=O)(=O)NC2CC2)cc1Br	i	-8	-3	27*	-1	-1	2	-3	-0.6	-2
CCCNC(=O)C1(C)CCN(CCS(=O)(=O)c2ccc(C)cc2)C1 (stereo not given)	i	x	6	8	0	-9	0	0	1.6	-2
O=C(Cn1nnc(-c2cc(Cl)ccc2-n2cnnn2)n1)N1CCCc2ccccc21	i	-3	-11	1	0	0	0	-2	-1.0	-2
COC(=O)[C@]1(Cc2ccccc2)N[C@H](CN(C)C(=O)NC(C)C)[C@@H]2C(=O)N(Cc3ccccc3)C(=O)[C@@H]21	i	4	-19	-4	-1	2	1	3	0.2	4
COc1ccc(NC(=O)c2cc3nc(-c4ccccc4)cc(-c4ccccc4)n3n2)c(OC)c1	i	-6	5	4	-2	0	3	15	2.8	3
CCn1cc(C(=O)NC(C)C23CC4CC(CC(C4)C2)C3)cn1 (stereo not given)	i	1	1	-2	-2	4	13	2	-0.3	6
O=C(CSc1ccc2nnc(-c3cccnc3)n2n1)Nc1ccccc1C(F)(F)F	i	-2	-4	-9	0	-2	1	2	-0.1	-5
Cc1ccc(C)c(S(=O)(=O)N2CCCCC2CCNC(=O)C(=O)NCCc2ccco2)c1 (stereo not given)	i	-6	15	9	0	-2	-2	-5	0.3	6
O=C(NCc1ccncc1)C1CCN(S(=O)(=O)c2ccc(F)cc2)CC1	i	-5	-10	3	1	6	1	-3	-0.8	0
CC1(C)CC(=O)C2=C(C1)N=C1SCCC(=O)N1C2c1ccccc1 (stereo not given)	i	2	0	-6	2	-2	5	6	-1.1	-13
O=c1[nH]c(C2CCN(S(=O)(=O)c3ccc([N+](=O)[O-])cc3)CC2)nc2c1nnn2Cc1ccccc1	i	-10	6	9	1	-4	4	23	3.2	-26
CCCNC(=O)C1CCN(S(=O)(=O)c2ccc3c(c2)OCCO3)CC1	i	-12	16	1	3	0	5	-1	0.1	0
C=CCn1c(C)cc(C(=O)COC(=O)CNC(=O)c2ccccc2)c1C	i	-9	5	-11	-4	-1	-3	4	-1.9	1
CCOC(=O)c1[nH]c2ccc(OC)cc2c1NC(=S)N1CCN(C(=O)OCC)CC1	i	6	12	3	0	0	0	-5	-1.0	-3
CN(C)N=Nc1nc2c(c(=O)n(C)c(=O)n2C)n1CC1CO1 (stereo not given)	i	-7	15	6	0	4	-18	2	-3.0	-7

Single records, from the list above:
Record of CC1(C)CC(=O)C2=C(C1)N=C1SCCC(=O)N1C2c1ccccc1 (stereo not given) = Rpn11 inh: i; Scp1 inh: 2; SKN-1 block: 0; NRP1-CendR mod: -6; STEP block: 2; DNMT1 block: -2; MT1-MMP act inh: 5; NadD block: 6; LMPTP block: -1.1; SUMO1-SIM PPI: -13
Record of COc1ccc(NC(=O)c2cc3nc(-c4ccccc4)cc(-c4ccccc4)n3n2)c(OC)c1 = Rpn11 inh: i; Scp1 inh: -6; SKN-1 block: 5; NRP1-CendR mod: 4; STEP block: -2; DNMT1 block: 0; MT1-MMP act inh: 3; NadD block: 15; LMPTP block: 2.8; SUMO1-SIM PPI: 3
Record of O=C(Cn1nnc(-c2cc(Cl)ccc2-n2cnnn2)n1)N1CCCc2ccccc21 = Rpn11 inh: i; Scp1 inh: -3; SKN-1 block: -11; NRP1-CendR mod: 1; STEP block: 0; DNMT1 block: 0; MT1-MMP act inh: 0; NadD block: -2; LMPTP block: -1.0; SUMO1-SIM PPI: -2
